Screening data deposited in PubChem BioAssay by Sanford-Burnham Center for Chemical Genomics.
SENP1 inh – SENP1 (human) catalytic domain inhibition; recombinant SENP1 catalytic domain, CyPet-SUMO1-YPet FRET cleavage; hit rate 0.21% among 360,000; Q9P0U3; inhibition, % at 10 µM;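 active = inhibition at least 30% at 10 µM, raw YFP signal under a set limit, fluorescence ratio 0.5 to 1.5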;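 note: 0% = enzyme with DMSO and 100% = no enzyme wells; some results filed as inactive read as strong as hits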
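system = hSENP1 catalytic domain, recombinant | reagent = SFCypet-SUMO1-SFYpet substrate at 25 nM | doses = one dose per compound, 10 µM, 0.5% DMSO | incubation = enzyme reaction for 50 min at room temperature, dark | measured by = FRET, CFP and YFP emission | controls = no-enzyme low, enzyme-DMSO high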
SENP6 inh – blocks the human protease SENP6 | Q9GZR1 | Recombinant SENP6 catalytic domain, aminoluciferin luminescence | inhibition, % at 10 µM | hit rate 1.8% among 330,000 | AID 2599;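 active = inhibition above about 50% at the single tested dose, limit read from the data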;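 note: plate controls were DMSO wells with enzyme for no effect and DMSO wells lacking enzyme for full effect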
NR3A LBD binder – modulators (binders) of human NR3A ligand-binding domain; hit rate 2.5% among 340,000; AID 1259313; NR3A LBD differential scanning fluorimetry, Tm shift; 0% = protein alone, 100% = glycine-bound protein; Tm shift relative to glycine control, % at 25 µM;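 active = melting temperature shift of at least 10% of the positive control shift, at one fixed dose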
ATG4B inh – ATG4B (human) cysteine protease inhibition | AID 504462 | inhibition, % at 8.33 µM | hit rate 0.51% among 340,000 | ATG4B cleavage of LC3-PLA2, NBD-HPC fluorescence, 1 h | Q9Y4P1; in the data active = inhibition above about 40%
Target sequence (Q9Y4P1 whole entry, looked up): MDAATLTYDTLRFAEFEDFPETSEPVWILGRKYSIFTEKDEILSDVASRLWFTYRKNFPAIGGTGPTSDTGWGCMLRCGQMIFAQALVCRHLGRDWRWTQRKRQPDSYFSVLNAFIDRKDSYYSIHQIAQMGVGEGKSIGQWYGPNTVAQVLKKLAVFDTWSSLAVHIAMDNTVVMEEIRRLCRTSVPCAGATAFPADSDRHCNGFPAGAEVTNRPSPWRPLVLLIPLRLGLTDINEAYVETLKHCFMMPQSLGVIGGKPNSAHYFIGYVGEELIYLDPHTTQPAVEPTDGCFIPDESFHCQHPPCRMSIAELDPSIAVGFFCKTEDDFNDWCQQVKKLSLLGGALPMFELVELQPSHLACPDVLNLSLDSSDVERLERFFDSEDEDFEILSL
hIAP activ – human IAP activation; P09923; purified human IAP, CDP-Star luminescence, 30 min; stronger effect = higher value; 1 = vehicle-only enzyme, 0 = enzyme-free background; activation factor at 10 µM; hit rate 0.16% among 330,000;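 active = activation factor of the enzyme at least 2-fold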; note: the source names both 10 and 20 µM as test concentration; values of inactives mirror those of a sister screen read the other way
Target sequence (P09923 whole entry, looked up): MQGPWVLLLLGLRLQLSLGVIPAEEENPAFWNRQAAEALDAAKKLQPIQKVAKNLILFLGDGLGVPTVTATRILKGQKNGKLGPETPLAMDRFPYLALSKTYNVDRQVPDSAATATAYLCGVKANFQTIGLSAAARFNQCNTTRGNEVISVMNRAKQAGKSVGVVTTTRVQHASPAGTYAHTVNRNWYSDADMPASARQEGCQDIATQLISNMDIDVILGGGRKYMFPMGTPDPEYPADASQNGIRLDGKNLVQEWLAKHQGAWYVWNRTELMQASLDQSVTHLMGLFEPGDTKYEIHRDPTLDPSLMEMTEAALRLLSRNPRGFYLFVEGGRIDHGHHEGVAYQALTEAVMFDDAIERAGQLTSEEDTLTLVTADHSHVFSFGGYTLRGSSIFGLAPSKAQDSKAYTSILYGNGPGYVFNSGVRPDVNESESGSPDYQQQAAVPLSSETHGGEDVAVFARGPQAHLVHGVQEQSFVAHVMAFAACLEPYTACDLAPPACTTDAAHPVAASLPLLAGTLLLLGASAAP
MPTP inh – blocks calcium-induced mitochondrial swelling; isolated mouse mitochondria, Ca2+ swelling absorbance, 30 min; inhibition, % at 10 µM; hit rate 1.4% among 360,000;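 active = inhibition of 50% or more, scaled per plate between neutral and stimulator controls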;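 note: 0% = DMSO wells given calcium and 100% = 1 mM EGTA wells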
SENP8 block – SENP8 (human) protease inhibition; inhibition, % at 20 µM; recombinant SENP8, Nedd8 substrate fluorescence; Q96LD8; hit rate 0.64% among 360,000; in the data active = inhibition mostly above about 40%, no sharp cut-off; inactive = mostly below about 27%
PfG6PD inh – PfG6PD (Plasmodium falciparum) enzyme inhibition; PfGluPho enzyme, NADPH resazurin-diaphorase fluorescence; inhibition, % at 20 µM; hit rate 0.78% among 350,000; AID 504690;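 active = inhibition reaching at least a set limit at 20 µM in the primary screen, cut at about 59% in these data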;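 note: 0% = DMSO wells with substrate and 100% = DMSO wells lacking glucose-6-phosphate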
* = called active by the depositor; nt = no result given.

SMILES	SENP1 inh	SENP6 inh	NR3A LBD binder	ATG4B inh	hIAP activ	MPTP inh	SENP8 block	PfG6PD inh
Cc1ccc(C(=O)Nc2nnc(S(=O)(=O)N3CCCCCC3)s2)cc1	-1	-3	0	0	1.1	0.8	-180	68*
CSCCC1NC(=S)N(Cc2ccccc2)C1=O (configuration not stated)	1	3	1	-2	1.1	-0.2	11	-8
O=C(/C=C/c1ccccc1)C1=C(O)C(=O)N(CCO)C1c1ccccc1[N+](=O)[O-] (configuration not stated)	-18	13	-9	2	1	2.3	-7	-74
Cc1ccc(S(=O)(=O)NCC(=O)N2CCC(C)CC2)cc1	0	9	1	-1	0.72	-0.1	12	-13
Cc1nnc(NC(=O)c2ccc(F)c(S(=O)(=O)N3CCCCC3)c2)s1	3	-13	16*	-2	1.3	-0.8	3	-27
Cc1ccc(C)c(Sc2ccc(NC(=O)CCN3C(=O)NC4(CCCC4)C3=O)cc2)c1	1	12	-4	-17	1	0.3	6	11
O=C(NC1CC1)C1=C[C@H](c2csc3ccccc23)C[C@H](OCc2ccc(CO)cc2)O1	1	-7	-3	-16	0.98	3.8	0	-5
Cc1cc(N2CCN(Cc3ccc4c(c3)OCO4)CC2)n2ncnc2n1	2	-16	2	-1	1.2	1.1	18	12
CCC(C(=O)NC1CCCC1)N(C(=O)c1snc(C(N)=O)c1N)c1ccc2c(c1)OCCO2 (configuration not stated)	-4	6	-1	12	0.9	-1.3	-129	1
CCn1c(SCC(=O)Nc2ccc(NC(=O)c3ccco3)cc2)nnc1-c1cccs1	1	1	-21	-7	0.87	-0.2	12	-8
CCCCCCCCCCn1cc(C(C)=O)c(=O)[nH]c1=O	2	-7	1	-9	1.4	0.7	10	13
O=C(CN1CCN(c2ccc(C(F)(F)F)cn2)CC1)NCc1ccc2c(c1)OCO2	-1	-10	2	-5	0.93	4.8	8	17
COC(C[C@@H](O)C[C@@H](O)[C@H](C)OCc1ccccc1)OC	-1	-10	1	-6	0.97	-0.9	14	11
COc1cc(/C=C/C(=O)O)cc(S(=O)(=O)N2CCN(S(=O)(=O)c3ccc(Cl)cc3)CC2)c1OC	1	4	1	-4	1.1	0.1	-3	15
O=[N+]([O-])c1ccc(Sc2n[nH]c(-c3ccncc3)n2)nc1	2	-10	-2	-2	1.2	-1.7	22	-11
CCC1(c2ccccc2)NC(=O)N(CC(=O)Nc2ccc(Cl)c(S(=O)(=O)N3CCCCC3)c2)C1=O (configuration not stated)	1	-2	2	-10	1.1	0.2	5	4
CCOc1ccc(/C=N/NC(=O)c2ccc(Cn3cc([N+](=O)[O-])cn3)o2)cc1	3	-4	1	-6	0.99	-4.4	-36	-26
CC1C=CCC2C(=O)N(c3cccc(C(=O)NCc4ccccc4)c3)C(=O)C12 (configuration not stated)	0	-4	1	3	0.91	0.6	4	-2
CCCCCCC(=O)NNC(=O)c1c(O)c2ccccc2n(CCC)c1=O	1	2	-7	-4	0.95	4.2	-5	-32
COc1ccc(C(=O)OCC(=O)c2c(N)n(C)c(=O)n(C)c2=O)cc1OC	-2	4	-1	-4	0.91	-1.0	18	-2
CCC1=NN(C(=O)C(=O)Nc2ccccc2OC)C(O)(C(F)(F)F)C1 (configuration not stated)	-3	-10	-6	-4	0.97	0.7	-20	19
CCn1c(SCC(=O)Nc2sc3c(c2C#N)CCC(C(C)(C)C)C3)nnc1-c1ccco1 (configuration not stated)	2	0	1	-10	1.1	-1.5	15	17
Oc1ccc(C[C@H]2CNC(=S)N2CCc2cc(C(F)(F)F)cc(C(F)(F)F)c2)cc1	2	-11	31*	-9	0.79	0.5	7	-6
Cc1ccc(NC(=O)C(=O)NNC(=O)c2cccs2)cc1	2	57*	7	-3	1.5	-1.2	1	-40
CNC(=O)COC(=O)C1CCN(S(=O)(=O)c2ccc3c(c2)OCCO3)CC1	1	-6	-2	8	0.92	-0.3	18	-14
COCCNC(=O)/C(C#N)=C/c1c(N2CCN(c3cccc(Cl)c3)CC2)nc2c(C)cccn2c1=O	-41	-7	-3	22	0.88	-0.8	-289	6
O=C(NC1CC1)C1Nc2ccc(OC(F)(F)F)cc2C2C=CCC12 (configuration not stated)	-1	4	-1	-5	1.1	-0.1	0	-1
O=C(NCc1ccccc1)C1=C[C@@H](c2csc3ccccc23)C[C@@H](OCc2ccc(CO)cc2)O1	-3	-1	-7	3	0.95	0.0	2	5
CC(=O)Nc1ccc(C(=O)Nc2cc(C(F)(F)F)ccc2-n2cnc3ccccc32)cc1	2	-12	-3	-2	0.85	-3.9	22	17
C=CCn1c(CCC(O)CCCCC)n[nH]c1=S (configuration not stated)	0	5	0	1	0.98	-1.0	13	11
Cc1ccc(CN2CCN(/N=C/C(Br)=C\c3ccccc3)CC2)cc1	-1	0	1	8	0.92	-0.8	23	14
COc1ccc(/C=N/N2CCOCC2)cc1OCc1ccccc1	2	-26	-1	-5	1.1	-0.5	12	-5
CCCCn1c(SCC(=O)Nc2ccc3c(c2)OCO3)nc2c1c(=O)n(C)c(=O)n2C	3	-4	2	-10	1	0.9	8	1
CC(=O)Oc1ccc(C(=O)Nc2cc(C)on2)cc1	1	14	-2	4	1.2	-0.4	2	-15
CN1C(=S)SC(C)(C)C1/[N+]([O-])=C/c1cccnc1 (configuration not stated)	2	-2	0	-1	1.1	-0.7	1	7
CCOC(=O)CNC(=S)N(Cc1cccs1)C1CCCC1	1	3	-4	1	0.89	0.2	6	18
Cc1c(Cl)cccc1NC(=O)Cn1c(CCC(=O)O)ccc1-c1ccccc1	1	4	0	4	0.97	0.4	-3	-8
O=C(COC(=O)C1CCN(C(=O)Nc2ccccc2)CC1)NCC(F)(F)F	0	0	-2	3	0.88	-0.5	6	11
COc1ccc(CNC(=O)c2ccc(C)o2)cc1	-3	-10	1	-11	0.96	0.3	20	9
O=C(Nc1nc2ccccc2s1)c1cccc(S(=O)(=O)N2CCc3ccccc32)c1	2	11	9	-6	1.3	8.4	-277	-19
Cc1[nH]n(-c2ccccc2)c(=O)c1C(c1ccc(O)c([N+](=O)[O-])c1)c1c(C)[nH]n(-c2ccccc2)c1=O	2	51*	4	6	0.99	91*	80*	-23
O=C(Cn1nnc2ccccc21)NCc1ccccc1	-1	-10	-3	0	1.1	-7.4	14	-7
Cc1nn(Cc2c(F)c(F)c(F)c(F)c2F)c(C)c1NC(=O)c1ccc(COc2ccccc2Cl)cc1	0	nt	-5	8	nt	-2.4	13	-12
O=C1C(Cl)=C(NCC2CCCO2)C(=O)N1CCc1ccccc1 (configuration not stated)	3	-9	1	-3	1.2	-1.2	-19	-7
Fc1ccc(/C=N/NC(=S)NCCc2ccccc2)cc1F	-1	-6	-1	-4	0.96	3.6	1	15
CCC(=O)Nc1c2c(nn1-c1ccccc1)CSC2	0	-13	0	-7	1.1	-1.0	1	16
CCn1c(SCC(=O)Nc2nc3ccc(OC)cc3s2)nc2c1c(=O)n(C)c(=O)n2C	-8	-8	1	-3	0.95	8.4	0	-6
O=C(CN1C(=O)C2C3C=CC(C3)C2C1=O)NC1CCCc2ccccc21 (configuration not stated)	0	1	1	-14	1.1	1.8	16	-4
N/C(CC1CC1(Cl)Cl)=N\OC(=O)c1ccccc1 (configuration not stated)	1	-12	0	4	0.95	1.8	13	-3
CC1CCCC(NC(=O)CN2CCN(S(=O)(=O)c3cccs3)CC2)C1C (configuration not stated)	1	-15	0	-12	0.96	-0.6	0	-2
CC(CCc1ccccc1)NC(=O)c1ccccc1 (configuration not stated)	2	-1	-5	-7	0.82	-0.9	17	1
O=C(O)c1cccc(N2C(=O)c3cc4cccc(Br)c4cc3C2=O)c1	-22	5	-6	5	1.1	-0.4	-23	-8
CCOC(=O)C(C)(C)N(Cc1cccc(C)c1)S(=O)(=O)c1cccc([N+](=O)[O-])c1	1	-8	1	-1	0.89	0.9	9	17
CCn1c2ccccc2c2cc(NC(=O)c3cccc([N+](=O)[O-])c3)ccc21	12	-13	17*	-5	0.9	3.4	-62	23
CCSc1nnc2c(n1)OC(c1ccc(C(=O)O)cc1)N(C(C)=O)c1ccccc1-2 (configuration not stated)	2	0	-3	9	0.94	-0.5	-17	-3
Cc1cc(C)cc(NC(=O)CSc2ccc(-c3cccs3)nn2)c1	2	8	-3	-17	1	-22	14	15
CCOC(=O)c1c(NC(=O)CN2CCCCC2)sc(C)c1C	1	-20	0	-3	1.1	2.0	-37	23
O=[N+]([O-])c1ccccc1CN1CCN(Cc2ccc3ccccc3c2)CC1	-1	14	3	4	1.2	0.7	-2	11
COc1ccc(NC(=O)Nc2ccc3c(c2)C(=O)N([C@H](C)CO)C[C@H](C)[C@@H](CN(C)S(C)(=O)=O)O3)cc1	1	6	-1	-14	0.87	0.1	0	-1
CN1C(c2ccccc2)CC(=NO)CC1c1ccccc1 (configuration not stated)	-1	3	-1	22	1.2	3.9	25	-2

Marked active in PfG6PD inh (from the list above):
SMILES,SENP1 inh,SENP6 inh,NR3A LBD binder,ATG4B inh,hIAP activ,MPTP inh,PfG6PD inh
Cc1ccc(C(=O)Nc2nnc(S(=O)(=O)N3CCCCCC3)s2)cc1,-1,-3,0,0,1.1,0.8,68*

Rewritten bar-delimited: part of the list above
smiles | SENP1 inh | SENP6 inh | NR3A LBD binder | ATG4B inh | hIAP activ | MPTP inh | SENP8 block | PfG6PD inh
O=C(/C=C/c1ccccc1)C1=C(O)C(=O)N(CCO)C1c1ccccc1[N+](=O)[O-] (configuration not stated) | -18 | 13 | -9 | 2 | 1 | 2.3 | -7 | -74
CCn1c2ccccc2c2cc(NC(=O)c3cccc([N+](=O)[O-])c3)ccc21 | 12 | -13 | 17* | -5 | 0.9 | 3.4 | -62 | 23
Oc1ccc(C[C@H]2CNC(=S)N2CCc2cc(C(F)(F)F)cc(C(F)(F)F)c2)cc1 | 2 | -11 | 31* | -9 | 0.79 | 0.5 | 7 | -6

(further entries)
SMILES	SENP1 inh	SENP6 inh	NR3A LBD binder	ATG4B inh	hIAP activ	MPTP inh	SENP8 block	PfG6PD inh
CN1CCN(C(=O)CCCOc2ccc(Cl)cc2Cl)CC1	2	3	0	-7	0.92	-0.4	17	-5
Cc1cc(C)c(NC(=O)CSc2nc3c(c(=O)n2C)SC(C)C3)c(C)c1 (configuration not stated)	-1	-13	1	-14	1	1.4	11	12
CC(OC(=O)c1ccc(-n2cnnn2)cc1)C(=O)Nc1ccc(F)c(F)c1F (configuration not stated)	1	-2	-2	1	0.92	0.1	-14	-1
COc1ccc(-c2cn[nH]c2-c2ccc(OCc3ccc(F)cc3)cc2O)cc1OC	3	-18	16*	31	1.4	6.5	-4	5
Cc1nn(-c2ncc(C(F)(F)F)cc2Cl)c(=O)n1-c1ccc(F)cc1	0	9	-2	-1	0.99	-0.4	5	-10
O=C(NCc1ccccn1)c1cccc(NS(=O)(=O)c2cccc(Cl)c2)c1	2	-18	0	-2	1	-13	10	-22
CC(=O)N1CCN(C(=O)c2ccc(-c3ccccc3Cl)o2)CC1	1	13	-1	0	0.86	-0.1	-4	3
Cc1c(N(C)S(=O)(=O)c2cc(C(=O)N3CCCC3)ccc2Cl)c(=O)n(-c2ccccc2)n1C	-2	-6	0	3	0.87	-1.9	13	3
Cc1cccc(CSC(=N)N)c1	1	0	2	1	0.99	-1.1	8	-7
NC(=S)NNC(=O)c1cc(C(F)(F)F)cc(C(F)(F)F)c1	-1	-17	31*	2	1.3	3.8	16	-17
OC[C@H]1O[C@H](OC[C@H]2OC(O)[C@H](O)[C@@H](O)[C@@H]2O)[C@H](O)[C@@H](O)[C@@H]1O (some centres not stated)	0	-22	0	-6	0.91	-4.3	1	6
COCCn1c(SCC(=O)Nc2cc(C)cc(C)c2)nnc1C(C)C	0	2	2	-6	1.1	-1.2	26	-11
COc1ccc(-n2cc(C(=O)c3ccc4ccccc4c3O)cn2)cc1	16	-20	-1	4	0.9	-1.1	-257	-10
